LAP4 TOR yeast = modulators of LAP4-GFP expression in yeast, primary screen, S. cerevisiae, multiplex flow cytometry, MLPCN library; GFP response vs DMSO, % at 10 µM; 320,000 tested, 0.34% active; 3 h; median GFP as percent of DMSO wells; AID 2023, 2009;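 active = GFP response vs DMSO above a set limit, about the screen mean plus 3 SD, cut at about 150% in these data; inconclusive = under 70 cell events counted for the yeast strain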
CR mimetic SO = reduction of superoxide in aged yeast, primary screen, HTS; AID 2690, 2010; 330,000 tested, 0.18% active; S. cerevisiae aged cells, superoxide DHE fluorescence; hits give low values; superoxide response (% of plate mean), % at 10 µM;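 active = superoxide response under a set limit, about three screen SD below normal, cut at about 65% in these data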;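 note: yeast aged for seven days with compound at 30 °C before DHE staining; 100% = average MFI of all compound-treated wells on the plate with controls excluded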
MEP2-GFP yeast = modulators of MEP2-GFP levels in yeast, primary screen, S. cerevisiae, multiplex flow cytometry, MLPCN library; GFP response vs DMSO, % at 10 µM; S. cerevisiae MEP2-GFP strain, 3 h; 100% = DMSO control level; 330,000 tested, 0.51% active;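 active = GFP response versus DMSO above a set limit, roughly screen mean plus 3 SD, cut at about 180% in these data; inconclusive = fewer than 70 cells counted for a yeast strain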;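 note: median GFP fluorescence of the barcode-gated MEP2-GFP cells per well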
AGP1 TOR yeast = modulators of AGP1-GFP expression in yeast TOR pathway, primary screen, cell-based, multiplex flow cytometry, S. cerevisiae, MLPCN library | 320,000 tested, 0.02% active | AID 2066, 2009 | 3 h; GFP as percent of DMSO wells | GFP response vs DMSO, % at 10 µM;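 active = GFP response relative to DMSO above a set limit, near screen average plus 3 SD, cut at about 150% in these data; inconclusive = fewer than 70 cells counted for the yeast strain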;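 note: median GFP channel fluorescence of the gated AGP1 strain per well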
Efflux pump inh = inhibitors of Candida efflux pumps in yeast, primary screen, S. cerevisiae, Nile Red, multiplex; S. cerevisiae Candida pump triplex; inhibition, % at 10 µM; 330,000 tested, 0.44% active;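 active = plate passing quality check with inhibition over a set limit, or well fluorescence over plate mean plus 4 SD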;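 note: Nile Red retained in pooled yeast measured as flow cytometry median fluorescence; 0% = buffer negative control and 100% = Enniatin B positive control; higher means more Nile Red kept so more efflux inhibition; some compounds called inactive have numbers as strong as hits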
CIT2 TOR yeast = modulators of CIT2-GFP expression in yeast, primary screen, S. cerevisiae, GFP fusion, multiplex flow cytometry, MLPCN library; S. cerevisiae CIT2-GFP strain, 3 h; 100 means same as DMSO wells; GFP response vs DMSO, % at 10 µM; 320,000 tested, 0.065% active; AID 2029, 2009;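 active = GFP response relative to DMSO above a set limit, near the screen mean plus 3 SD, cut at about 150% in these data; inconclusive = Fewer than 70 cells measured for a yeast strain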;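 note: ratio of well median GFP fluorescence to mean of DMSO wells on the plate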
AHR act = AHR activators, primary screen, cell-based, luminescence, luciferase reporter, human | Aryl hydrocarbon receptor (Homo sapiens), P35869 | AHR-responsive luciferase reporter cells | activation, % at 5 µM | 320,000 tested, 2.5% active; in the data active = activation above about 47%;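 note: 0% = vehicle wells and 100% = reference agonist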
Target sequence (P35869 whole entry, looked up): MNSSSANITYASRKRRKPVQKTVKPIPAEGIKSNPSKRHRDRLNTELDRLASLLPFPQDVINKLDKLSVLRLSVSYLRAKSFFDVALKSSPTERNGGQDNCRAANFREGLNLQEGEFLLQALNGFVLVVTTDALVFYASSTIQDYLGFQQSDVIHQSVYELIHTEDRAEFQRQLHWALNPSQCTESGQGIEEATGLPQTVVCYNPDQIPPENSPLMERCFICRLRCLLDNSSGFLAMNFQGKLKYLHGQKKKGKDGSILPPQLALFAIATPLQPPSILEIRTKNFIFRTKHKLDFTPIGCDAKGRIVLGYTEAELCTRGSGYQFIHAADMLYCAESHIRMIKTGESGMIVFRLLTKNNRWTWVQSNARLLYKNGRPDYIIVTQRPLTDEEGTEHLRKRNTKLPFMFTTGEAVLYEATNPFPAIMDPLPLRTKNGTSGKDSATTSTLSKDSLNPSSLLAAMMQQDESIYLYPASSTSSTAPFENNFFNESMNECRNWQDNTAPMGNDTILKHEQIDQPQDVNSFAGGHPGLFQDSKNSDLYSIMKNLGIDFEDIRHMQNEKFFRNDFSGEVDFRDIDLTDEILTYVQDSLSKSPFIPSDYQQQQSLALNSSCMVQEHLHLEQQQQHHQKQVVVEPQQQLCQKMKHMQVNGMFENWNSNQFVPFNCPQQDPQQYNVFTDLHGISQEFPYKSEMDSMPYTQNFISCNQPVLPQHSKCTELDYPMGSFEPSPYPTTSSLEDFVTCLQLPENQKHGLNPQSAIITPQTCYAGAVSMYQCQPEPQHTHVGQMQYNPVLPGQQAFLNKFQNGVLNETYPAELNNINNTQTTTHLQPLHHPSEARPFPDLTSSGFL
RPL19A TOR yeast = RPL19A-GFP expression modulators in yeast, primary screen, cell-based, S. cerevisiae, multiplex flow cytometry, MLPCN; S. cerevisiae RPL19A-GFP strain, 3 h; hits give low values; percent response vs DMSO, % at 10 µM; 330,000 tested, 0.3% active; AID 2025, 2009;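 active = percent response vs DMSO below 50%; inconclusive = fewer than 70 events counted for the yeast strain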;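 note: median channel GFP fluorescence of the barcoded RPL19A-GFP strain; ratio of sample median GFP to plate DMSO average so 100% = DMSO; lower means less RPL19A-GFP as with rapamycin TOR inhibition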
Active calls of the source: *; ? = inconclusive; . = not tested or not shown; [ ] = another dose, or the depositor's remark.

cpd	structure	LAP4 TOR yeast	CR mimetic SO	MEP2-GFP yeast	AGP1 TOR yeast	Efflux pump inh	CIT2 TOR yeast	AHR act	RPL19A TOR yeast
1	COc1cc2c(cc1NC(=O)CN1CCN(S(=O)(=O)c3ccc(C)cc3)CC1)oc1ccccc12	103	111	105	104	0.3	85	-4	104
2	O=C(Nc1cccnc1Oc1ccc(Cl)cc1)c1cccc2ccccc12	120	101	98	108	0.0	96	7	99
3	Nc1nc(OCC(F)(F)F)cc(Oc2ccccc2F)n1	100	122	95	93	-0.1	100	2	92
4	Cc1n[nH]c(C)c1CCc1nc2c3ccccc3nc(SCC(=O)Nc3ccccc3F)n2n1	89	94	113	93	0.1	90	-7	89
5	CN1CCc2c(sc(/N=C/c3cccs3)c2C(N)=O)C1	100	87	113	101	0.0	98	70*	106
6	CC(C)CN1CCNC(=O)C1CC(=O)NCCCN1CCCc2ccccc21 (configuration not stated)	111	131	113	104	0.1	97	5	100
7	Cc1ccc2cccc(N)c2n1	103	89	110	96	0.1	100	5	105
8	COCCCN(Cc1cccs1)S(=O)(=O)c1c[nH]c(C(=O)OC)c1	96	103	94	100	-0.1	97	1	99
9	CCc1nnc(NC(=O)CN2CCN(Cc3cccc(OC)c3)CC2)s1	98	103	98	99	0.0	102	0	95
10	C=CCNC(=O)c1onc(CSc2ccccc2C)c1C(=O)O	122	96	99	92	-0.1	116	-5	107
11	Cn1nnnc1SCC(=O)N1CCN(c2cccc(Cl)c2)CC1	95	105	100	106	0.0	97	6	99
12	CN1CCN(NC(=O)CN2C(=O)/C(=C/c3c(Cl)cccc3Cl)SC2=S)CC1	103	96	106	102	0.0	98	9	100

Further results:
cpd	structure	LAP4 TOR yeast	CR mimetic SO	MEP2-GFP yeast	AGP1 TOR yeast	Efflux pump inh	CIT2 TOR yeast	AHR act	RPL19A TOR yeast
13	COc1ccc(C)cc1NC(=O)Nc1cnccn1	94	120	94	94	0.1	97	57*	101
14	C[C@@H](C(=O)N1CCN(C(=O)OC(C)(C)C)CC1)n1cc(CCCN=C(NC(=O)OC(C)(C)C)NC(=O)OC(C)(C)C)nn1	128	105	95	84	0.3	73	0	99
15	Cc1ccccc1Cc1n[nH]c(=S)n1N	97	98	108	96	0.0	105	0	102
16	COc1cc(C(=O)N2CCN(c3cccc(C)c3C)CC2)ccc1OCC(=O)N1CCOCC1	112	68	118	102	0.1	100	0	100
17	Nc1nc(SCC(=O)O)[nH]c(=O)c1NC(=O)c1ccccc1F	95	86	105	98	2.4	103	-2	106
18	COc1ccc(S(=O)(=O)N2CCC(C(=O)NCc3ccncc3)CC2)cc1OC	83	92	94	84	0.3	93	1	97
19	O=S(=O)(Nc1cccnc1Cl)c1ccc(F)cc1	88	104	97	105	-0.2	111	-1	103
20	COc1nc(-c2cnccn2)sc1C	102	91	96	103	0.0	98	0	99
21	COc1ccc(CNC(=O)C2(CC3CC(c4ccccc4)=NO3)CCN(C(=O)OC(C)(C)C)CC2)cc1 (configuration not stated)	98	101	102	102	0.1	95	1	100
22	Cc1ccc(NC(=O)COC(=O)Cn2c(C)csc2=O)cc1	105	110	104	97	0.0	90	3	97
23	CC(NS(=O)(=O)c1cc(C(F)(F)F)ccc1Cl)C(=O)N(C)C1CCN(C)CC1 (configuration not stated)	90	86	93	91	0.1	88	3	93
24	COc1ccc(CNC(=O)C(NS(=O)(=O)c2cccc3nsnc23)C(C)C)cc1 (configuration not stated)	77	101	90	82	0.0	95	-1	90

Next compounds:
cpd	structure	LAP4 TOR yeast	CR mimetic SO	MEP2-GFP yeast	AGP1 TOR yeast	Efflux pump inh	CIT2 TOR yeast	AHR act	RPL19A TOR yeast
25	Nc1ccc(C(=O)N2CCN(S(=O)(=O)c3ccc4c(c3)OCCCO4)CC2)cc1[N+](=O)[O-]	93	71	92	95	0.1	98	0	90
26	CCOc1ccc(NC(=O)CN2CCN(CC(=O)c3ccc(OC)c(OC)c3)CC2)cc1	97	103	95	104	-0.1	104	3	104
27	Cc1cc(Cl)ccc1NC(=O)CCC(=O)N/N=C/c1cc([N+](=O)[O-])ccc1O	92	91	108	106	-0.1	101	2	107
28	O=c1nc2n(c3ccc([N+](=O)[O-])cc13)CCCCC2	96	109	93	96	-0.1	97	3	96
29	CCCc1cc(=O)n2[nH]c(CCc3ccccc3)nc2n1	93	101	98	98	-0.3	106	4	97
30	Fc1cccc2sc(Nc3nc4ccccc4s3)nc12	108	65*	89	123	-0.1	90	44	96
31	CCCOC(=O)c1ccc(NC(=O)CC(C)(C)C)cc1	103	89	102	102	-0.3	97	8	102
32	COc1ccc(N(C(=O)c2snc(C(N)=O)c2N)C(C(=O)NC2CCCCC2)c2ccc(C)o2)cc1 (configuration not stated)	93	98	106	101	0.1	97	1	104
33	O=C(Nc1ccccc1N1CCOCC1)C1=COCCO1	113	95	95	103	0.0	91	-1	98
34	CCCNC(=O)C1CC(=O)N(c2ccc(OCC)cc2)C1 (configuration not stated)	101	96	105	110	-0.4	123	4	104
35	Cc1ccc(C(=O)C(C)OC(=O)c2ccc(Cl)nc2)cc1 (configuration not stated)	100	94	98	98	0.2	90	0	100
36	Cc1cc(C)c2nc(NC(=O)[C@@H](NC(=O)c3cccc(S(=O)(=O)N4CCOCC4)c3)C(C)C)sc2c1	96	108	101	99	-0.3	103	-9	102

The list continues.
cpd	structure	LAP4 TOR yeast	CR mimetic SO	MEP2-GFP yeast	AGP1 TOR yeast	Efflux pump inh	CIT2 TOR yeast	AHR act	RPL19A TOR yeast
37	CCc1nc2c(sc3nc4c(cc32)COC(C)(C)C4)c(=O)n1Cc1ccco1	80	111	86	77	0.0	71	53*	95
38	CCOC(=O)c1c(C)[nH]c(C)c1C(=O)CSc1nc2ccccc2n1CCC#N	110	95	118	108	0.0	110	99*	110
39	O=C(NCc1ccc2c(c1)OCO2)C1CCCN1S(=O)(=O)c1ccc(Cl)cc1 (configuration not stated)	97	99	98	94	0.0	101	0	106
40	CSc1nnnn1-c1ccc(Cl)cc1	88	109	100	84	0.1	99	-1	99
41	O=C(CN1CCCCC1)NC(=O)NC1CCCC1	98	109	102	100	0.0	102	3	101
42	Cc1ccc(S(=O)(=O)N2CCN(C(=O)COC(=O)c3cncc(Br)c3)CC2)c(C)c1	97	108	101	100	-0.2	112	0	94
43	Cc1ccc(N/N=C/c2ccncc2)cc1	89	107	105	99	-0.1	109	51*	106
44	Cc1cccc(-n2c(SCC(=O)O)nc3sc4c(c3c2=O)CCCC4)c1	104	112	109	113	0.0	91	0	104
45	CCn1nnc2cc(C(=O)Nc3cccc(S(=O)(=O)N(C)C)c3)ccc21	104	83	105	108	-0.2	101	-1	104
46	Cn1nnnc1SCc1nc2scc(-c3ccccc3)c2c(=O)[nH]1	99	86	117	104	-0.1	108	1	114
47	CCCC(=O)C1=C(O)C(C(=O)OC)C(C)(C)CC1=Nc1cccc([N+](=O)[O-])c1 (configuration not stated)	88	105	110	56	-0.1	92	-1	90
48	CCS(=O)(=O)NCCCCc1ccccc1	87	101	100	104	0.1	.	-1	99

The list goes on.
cpd	structure	LAP4 TOR yeast	CR mimetic SO	MEP2-GFP yeast	AGP1 TOR yeast	Efflux pump inh	CIT2 TOR yeast	AHR act	RPL19A TOR yeast
49	O=C(COC(=O)C1CCN(C(=O)c2ccc(Cl)cc2)CC1)c1ccco1	100	98	99	100	0.0	107	13	98
50	CS(=O)(=O)N1CCC(C(=O)NCc2ccc(Cl)cc2)CC1	105	111	97	105	-0.1	109	0	106
51	O=C(NCC1CCCO1)c1cc(-c2ccccc2)nc2ccc(Br)cc12 (configuration not stated)	108	98	99	110	-0.7	98	16	92
52	CC(=O)ON1C(C)(C)CC(OC(=O)c2ccccc2)CC1(C)C	.	106	94	93	-0.1	92	2	94
53	CCN(CC)c1ccc(C=NCCc2ccc(S(N)(=O)=O)cc2)cc1	101	104	96	97	0.0	101	-1	93
54	CN(CCCNC(=O)CSc1cc(=O)n(C)c2cc(Cl)ccc12)Cc1ccccc1	110	85	111	104	0.0	101	4	97
55	S=c1nc[nH]c2c1cnn2Cc1ccccc1	99	105	104	98	0.0	100	.	102
56	CCN(CC)C(=O)Cn1nnc(-c2ccc(C)o2)n1	100	113	106	106	0.0	109	1	104
57	O=c1cc(Nc2ccc3c(c2)OCO3)[nH]c(=O)n1-c1ccc(Br)cc1	103	93	101	108	-0.1	.	1	104
58	O=C(CC1N=C2c3ccccc3N=C(SCc3ccc(F)cc3)N2C1=O)NCc1ccco1 (configuration not stated)	88[may fluoresce violet]	85	232*[may fluoresce violet]	?	-0.1	?	1	18*[may fluoresce violet]
59	CC1CCCCC12NC(=O)N(CC(=O)Nc1sc3c(c1C(N)=O)CCC3)C2=O (configuration not stated)	97	118	120	100	0.0	102	6	100
60	CCOC(=O)c1nc[nH]c1C	95	84	104	105	0.0	103	-1	96

(listing goes on)
cpd	structure	LAP4 TOR yeast	CR mimetic SO	MEP2-GFP yeast	AGP1 TOR yeast	Efflux pump inh	CIT2 TOR yeast	AHR act	RPL19A TOR yeast
61	CC(NS(=O)(=O)c1ccc(Cl)c(Cl)c1)C(=O)OCC(=O)Nc1ccc2c(c1)OCO2 (configuration not stated)	99	105	115	108	-0.1	115	2	106
62	O=C(NC1CCCCC1)c1ccc(COCC(F)(F)F)o1	98	108	107	98	0.0	93	1	95
63	Cn1c(NC(=O)c2ccccc2C(F)(F)F)cc(=O)n(C)c1=O	97	100	99	99	0.1	94	-1	106
64	CCCCn1c(N)c(N(CC(C)C)C(=O)c2cccc(S(=O)(=O)N3CCN(C)CC3)c2)c(=O)[nH]c1=O	111	101	128	116	-0.1	108	0	107
65	CN(C)/C=C/C(=O)c1nnn(C2CCCCC2)c1NC1CCCCC1	93	93	91	83	-0.1	87	-1	94
66	O=C(CSCc1ccc(Cl)cc1)Nc1nccs1	100	96	97	100	0.1	89	-1	97
67	CC1CC(C)CN(C(=S)NC2CCCCC2)C1 (configuration not stated)	95	104	90	93	-0.1	90	0	96
